# Screening data as filed in PubChem BioAssay.
# HCMV inh – inhibitors of human cytomegalovirus | HFF cells, HCMV-luciferase reporter, 72 h; active compounds read low | activity change, negative = inhibition, % at 57.5 µM | 410,000 compounds, 4.5% hits | AID 1259415; in the data active = activity change below about -60%; inconclusive = no clear call, values can overlap the other calls; inactive = above about -39%
#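 Inhibition of viral replication was scored as loss of reporter luminescence in HFFs infected with HCMV-luciferase (MOI 1 PFU/cell) for 72 h; compounds tested at 2 doses, normalized to buffer and Salinomycin controls.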
# An asterisk follows results filed as active; ? = inconclusive. % is set by controls: 0 for no effect and ±100 for the full control effect. Only part of the results is shown; the hit share may differ from the screen's.
# Start of the data: the first 3 records, ahead of the listing:
SMILES,HCMV inh
Cn1nc(C(C)(C)C)cc1N1C(=O)CCC1(C)C(=O)NC1CCCC1 (stereo not drawn),0.7
COc1ccc(CC(=O)N(C)c2ccccc2)cc1S(=O)(=O)N1CCOCC1,4.3
CC(=O)Nc1cc(-c2ccccc2N(C)C)cn2c(-c3cccc(C(F)(F)F)c3)cnc12,-20.1

# This part in full, from the first entry:
SMILES,HCMV inh
Cn1nc(C(C)(C)C)cc1N1C(=O)CCC1(C)C(=O)NC1CCCC1 (stereo not drawn),0.7
COc1ccc(CC(=O)N(C)c2ccccc2)cc1S(=O)(=O)N1CCOCC1,4.3
CC(=O)Nc1cc(-c2ccccc2N(C)C)cn2c(-c3cccc(C(F)(F)F)c3)cnc12,-20.1
COc1ccc(C(=O)N2CCCCC2c2cc(C(=O)Nc3cccc(C#N)c3)no2)cc1 (stereo not drawn),1.3
O=C(c1ccccc1F)N1CC(=O)N2[C@H](CO)[C@H](c3ccc(Br)cc3)[C@@H]2C1,-9.4
CC(c1ccc2ccccc2c1)c1ccccc1C(=O)O (stereo not drawn),39.7
N#Cc1cccc(C(=O)C(=O)N2CCN(c3ccccc3)CC2)c1,60.4
O=C(NC1CCc2ccccc21)C1=CN2CCN(Cc3ccccc3)C(=O)N=C2O1 (stereo not drawn),-13.4
CC1(C2CC2)NC(=O)N(CC(=O)N2CCN(c3ccccc3F)CC2)C1=O (stereo not drawn),-3.5
CN(C)Cc1c(C(C)(C)O)[nH]c2ccccc12,11.1
COc1ccc(CC(N)c2csc(NC(=O)c3cccc(OC(F)(F)F)c3)n2)cc1 (stereo not drawn),-26.7
O=C(NCc1ccc(F)c(F)c1)C1Cc2c(-c3ccc4c(c3)OCO4)ccnc2O1 (stereo not drawn),?
CC(CC(c1ccccc1)N1CCc2ccccc2C1)=NO (stereo not drawn),-28.4
CCOC(=O)[C@]12Cc3ccccc3[C@H]1N(C(C)C)C(=O)c1cc(OC)ccc12,-97.0*
COc1ccc(-c2csc(C(NC(C)=O)c3ccc(F)c(F)c3)n2)cn1 (stereo not drawn),-10.4
CN(C)CCNc1ncnc2c1ncn2[C@H]1CN(Cc2cccs2)C[C@@H](CO)O1,17.7
CCCCOCC1CN(CCCC)S(=O)(=O)c2c(F)cccc2O1 (stereo not drawn),-39.2
CCN(CC)C(=O)C1=C(C)N(CCCOC)C(=O)C(CC(=O)NCc2cccc3ccccc23)C1 (stereo not drawn),-3.6
O=C(COC(=O)/C=C/c1ccccc1)NCc1ccco1,-14.3
CC(=O)c1ccc(-c2cccc3nccn23)cc1,20.0
Cc1ccc(C)c2c1CCCC2=O,-19.0
c1ccc(Cc2c(C3CCCCC3)nc3c4ccccc4ccn23)cc1,118.3
COc1cc(-n2c(C)nc3ncn(-c4ccccc4)c3c2=O)cc(OC)c1OC,-22.7
Cc1ccccc1-c1cc2nc(NCc3cccnc3)n(C)c(=O)c2s1,34.3
O=C(NCCc1ccc(Cl)cc1)c1ccc2c(=O)[nH]c3c(C(=O)NCC4CCCO4)sc(=S)n3c2c1 (stereo not drawn),4.0
# (next part)
SMILES,HCMV inh
CN(C)c1ccc(NC(=O)Nc2nc(C(N)C3CCCCC3)cs2)cc1 (stereo not drawn),-11.1
CS(=O)(=O)c1ccc(C2=C(CNC(=O)c3nccs3)[C@H]3CC[C@@H](C2)N3CCOc2ccccc2)cc1,-8.2
O=C(NCc1cccs1)c1ccc(CS(=O)Cc2ccc(Cl)cc2)o1 (stereo not drawn),-4.4
CN(C)c1ccc(-c2ccnc3c2CC(C)(C(=O)Nc2cccc(OC(F)(F)F)c2)O3)cc1 (stereo not drawn),8.3
CCC(=O)N1CCC1(C)C(=O)Nc1ccc(Cl)c(Cl)c1 (stereo not drawn),-15.0
CCN(CC)CC#CC(C)(C)OC(C)=O,-1.6
CC1=C(C(=O)N(C(C)C)C(C)C)CC(CC(=O)NCc2cccc3ccccc23)C(=O)N1Cc1ccc(F)cc1 (stereo not drawn),37.8
CC(C)CC1NC(=O)c2cccnc2-n2c1nc1cc(F)ccc1c2=O (stereo not drawn),-14.3
Cc1ccccc1-c1ccc2c(c1)O[C@H](CN(C)C(=O)C1CC1)[C@@H](C)CN([C@@H](C)CO)S2(=O)=O,1.0
COC(=O)C[C@H]1CC[C@H](NC(=O)Nc2ccccc2)[C@@H](CO)O1,-4.5
O=C1NC[C@@H](CCCCN2C[C@H](Cc3ccccc3)N(CC3CCCCC3)C(=O)C2=O)N(CC2CCCCC2)C1=O,-7.4
O=C(NCc1ccccc1)c1cc(C2CCCN(C(=O)c3ccccc3)C2)on1 (stereo not drawn),8.8
CC1(C(=O)Nc2ccccc2)CCN1C(=O)CCc1ccc(Cl)cc1Cl (stereo not drawn),0.2
NC(c1ccccc1)c1csc(Nc2ccccn2)n1 (stereo not drawn),19.3
O=C(OC1C2C=CC1C1C(=O)NC21)c1ccccc1 (stereo not drawn),-7.6
C/C1=C\CC(C)(C)/C=C/C(=O)[C@@H](C)CCC[C@H](C)CC(=O)C1,-0.9
COC(=O)C1(C(=O)OC)c2ccccc2N(S(=O)(=O)c2ccc(C)cc2)C1CC(C)=O (stereo not drawn),-24.3
N#Cc1ccccc1OCC(=O)Nc1ccc2c(c1)OCO2,110.2
O=C(c1cc2c(c(-c3cccc(-c4ccc(F)cc4)c3)n1)[C@H](CCO)N(C(=O)c1ccc3c(c1)OCO3)C2)N1CCOCC1,-30.6
CC(C)Oc1cccc(Nc2nccc3c2cc(-c2ccc(C(=O)N(C)C)cc2)n3C)c1,23.5
CC1=C(C(=O)N(C(C)C)C(C)C)CC(CC(=O)NCc2ccco2)C(=O)N1CCC1=CCCCC1 (stereo not drawn),?
CC(C)N1CCCC(C)(C(=O)Nc2nc3ccccc3[nH]2)C1 (stereo not drawn),-11.8
CCc1nc2c(OCCOc3ccc(F)cc3)cccn2c1N(C)C(=O)c1ccc(C)cc1,-0.8
CC(=O)Nc1cccc(-c2ccnc3c2CC(C(=O)NCC2CCOCC2)O3)c1 (stereo not drawn),7.8
CCOC(=O)C(C#N)(Cc1cc(OC)cc(OC)c1)Cc1cc(OC)cc(OC)c1,-9.8

# Shown field by field: entries from further up.
> O=C(c1cc2c(c(-c3cccc(-c4ccc(F)cc4)c3)n1)[C@H](CCO)N(C(=O)c1ccc3c(c1)OCO3)C2)N1CCOCC1
  HCMV inh: -30.6
> CCC(=O)N1CCC1(C)C(=O)Nc1ccc(Cl)c(Cl)c1 (stereo not drawn)
  HCMV inh: -15.0
> CC(C)Oc1cccc(Nc2nccc3c2cc(-c2ccc(C(=O)N(C)C)cc2)n3C)c1
  HCMV inh: 23.5
> CCN(CC)CC#CC(C)(C)OC(C)=O
  HCMV inh: -1.6

# Other structures
SMILES,HCMV inh
CCCC(=O)N(Cc1cc2cc(OC)ccc2[nH]c1=O)c1ccc(OC)cc1,-17.0
Cc1ccc(C(=O)NCC(=O)OCc2nc3ccsc3c(=O)[nH]2)cc1C,-10.0
COc1ccc(C(C)=O)cc1CON=C1CSCc2ccccc21,6.1
COC(=O)[C@]12CCCCC=C1N(Cc1cccc3ccccc13)C(=O)[C@H](CC(=O)NCc1ccccc1)C2,26.2
CN(C(=O)c1cc2c(cc1Br)OCO2)c1cccc2ccccc12,-21.3
COC(=O)CC(=O)CC(NS(=O)(=O)c1ccc(C)cc1)c1ccccc1 (stereo not drawn),62.6
CC(=O)C[C@@H]1OC[C@H](C(C)C)N1S(=O)(=O)c1ccc(C)cc1,-21.7
CC(C)C[C@H]1CNC(=S)N1C[C@H]1CCCN1C[C@H](CC(C)C)N1C[C@H](Cc2ccc(O)cc2)N(CC2CCCCC2)C1=S,?
Cc1cccc(CN2CCN([C@H]3CS(=O)(=O)N[C@@H]3COCc3ccccc3)CC2)c1,-32.2
COc1cccc(C#CC2=CC(=O)C[C@H](c3ccc(F)cc3)C2)c1,-31.5
CC1CC(NC(=S)N(C)C)CC(C)(C)C1 (stereo not drawn),2.1
CN(Cc1cn(Cc2ccc(F)cc2)nn1)C1CN(Cc2cn(Cc3ccc(F)cc3)nn2)S(=O)(=O)C1 (stereo not drawn),-23.4
Cc1cc(F)ccc1S(=O)(=O)N1CCCOC1CNC(=O)C(=O)NCCc1ccco1 (stereo not drawn),-18.2
O=C(O)c1cccc(-c2csc(C(O)c3cccc(Cl)c3)n2)c1 (stereo not drawn),46.7
Cc1ccc(CN2CC(N3CCN(c4ccccn4)CC3)CS2(=O)=O)cc1 (stereo not drawn),10.6
CC(C)C1CC2=C(C(=O)OC(C)(C)O2)C(c2ccc(F)cc2)O1 (stereo not drawn),13.4
CC(=O)C1=CCC(c2ccc(C)cc2)N(S(=O)(=O)c2ccc(Cl)cc2)C1 (stereo not drawn),-18.9
COC(=O)c1c(C)[nH]c2ccccc12,-14.9
CCc1cccc(CC)c1N1C(=O)COCC1=O,-62.3*
O=C(/C=C/[C@H]1O[C@@H](n2cnc3c(NC(=O)c4ccccc4)ncnc32)[C@H](O)[C@@H]1O)NC1CCCCC1,-11.4
O=C(CCS(=O)(=O)c1ccc(F)cc1)Nc1nccs1,-33.6
COc1ccc(C(C)(NC(C)=O)c2nc(-c3cccc(C(F)(F)F)c3)cs2)cc1 (stereo not drawn),?
CCN(CC)C(=O)c1cccc(-c2csc(C(O)c3cccc(Cl)c3)n2)c1 (stereo not drawn),?
CCN1C(=O)[C@H]2[C@@H](c3ccc(OC)cc3)N[C@]3(CCCN(Cc4ccc(C(F)(F)F)cc4)C3=O)[C@H]2C1=O,9.5
COC(=O)C1=C(C)N(Cc2cccc(C(F)(F)F)c2)C(=NCc2ccc3c(c2)OCO3)NC1c1ccc(F)cc1 (stereo not drawn),-85.3*
# (more compounds)
SMILES,HCMV inh
Cc1cccc(S(=O)(=O)N2[C@@H]3c4cccc(=O)n4C[C@H]2[C@H](CO)[C@H]3C(=O)N(C)C)c1,14.5
CC(C)[C@@H](C)/C=C/[C@@H](C)[C@H]1CC[C@@H]2[C@]1(C)CCC1[C@]23C=C[C@]2(C[C@@H](O)CC[C@]12C)N(c1ncc(C(F)(F)F)cc1Cl)O3 (stereo partly drawn),67.3
CC1=C(C(=O)N2CCOCC2)CC(CC(=O)NCc2ccco2)C(=O)N1CCC1=CCCCC1 (stereo not drawn),-3.9
CC1(C(=O)NCC2CC2)CCN1C(=O)C1(c2ccc(Cl)cc2)CC1 (stereo not drawn),7.1
Cc1cc(F)cc(-c2cc(C(=O)NCc3cccc(Cl)c3)[nH]n2)c1,-12.8
CCc1ccc(N2CC(C(=O)N3CCN(S(=O)(=O)c4cccc(F)c4)CC3)CC2=O)cc1 (stereo not drawn),?
C[C@@H]1CN([C@H](C)CO)C(=O)c2cc(NC(=O)Nc3ccccc3)ccc2O[C@@H](C)CCCCO[C@H]1CN(C)S(C)(=O)=O,10.4
O=C(C[C@@H]1CC[C@H](NC(=O)c2ccc3c(c2)OCO3)[C@@H](CO)O1)NCc1ccc(F)cc1,-7.5
CCCCCCCCN1C(=O)[C@H](CC(=O)NCCCC)C[C@@]2(C(=O)OC)CC(C)(C)CC=C12,5.9
Cc1ccc(CN2C(=O)CCC2(C)c2nnnn2Cc2ccccc2)cc1 (stereo not drawn),0.2
COCC(=O)N(C)[C@H]1C[C@H]2c3[nH]c4ccccc4c3CCN2C(=O)[C@H]1[C@H](C)O,9.5
C=CCN=C1NC(CCc2ccccc2)C(C(=O)OC)=C(C)N1Cc1cccc(C(F)(F)F)c1 (stereo not drawn),?
c1cc(-c2ccc3[nH]ccc3c2)n2ccnc2c1,121.7
CC1(C(=O)NS(=O)(=O)c2ccccc2Cl)CCN1C(=O)CC1CCCCC1 (stereo not drawn),-30.2
Cc1cc(C)c(NC(=O)CNC(=O)c2cc(C3CC3)nc3c2cnn3C(C)C)c(C)c1,40.0
COc1ccc(C2CC(c3cccs3)=NN2C(=O)CCCC(=O)O)cc1OC (stereo not drawn),0.9
CCOC(=O)C(=C1Nc2ccccc2N1)n1c(-c2cccnc2)nc2ccccc21,143.6
CN1CCN(C(=O)C2Cc3c(-c4ccc5c(c4)OCO5)ccnc3O2)CC1 (stereo not drawn),-6.5
S=C(NCCc1ccccc1)N1CCC2CC1c1c(Cl)cccc12 (stereo not drawn),-1.0
CCCNC(=O)C1(C)CCN(CCOc2ccc(Cl)cc2)C1 (stereo not drawn),17.7
COC(=O)[C@H](CC(C)C)NS(=O)(=O)c1c(F)cccc1F,-15.3
COc1ccc(C(=O)Nc2nc(OCC(F)(F)F)cnc2/C=C\c2ccccc2)c(OC)c1,9.3
NC(CCc1ccccc1)c1csc(Nc2ccc(C(=O)NCCO)cc2)n1 (stereo not drawn),0.0
Cc1cc(NC(=O)c2cc3cc([N+](=O)[O-])ccc3s2)no1,-22.6
COc1cc(CN2C(=O)C(C)ON=C2c2ncccc2C)cc(OC)c1 (stereo not drawn),13.6
Cc1ccc(S(=O)(=O)N2C[C@H]3[C@H]4C(=O)N(c5ccccc5)C(=O)[C@H]4C[C@H](OC(=O)NCC4CCCCC4)[C@@]3(O)C2)cc1,-2.2
Cc1cnc(CNc2nc3cc(-c4ccccc4C)sc3c(=O)n2C)cn1,-5.5
Cc1ccc(-n2nnnc2CNC(=O)C(=O)c2c[nH]c3ccccc23)cc1C,-22.9
O=C(CC[C@H]1O[C@@H](n2ccc(=O)[nH]c2=O)[C@H](O)[C@@H]1O)N[C@H](Cc1ccccc1)C(=O)NCCCN1CCCC1=O,-25.2
